KinaseGlo FLuc = Counterscreen for Luciferase (Kinase-Glo TM) Inhibition. Kinase-Glo luciferase, ATP luminescence, 8 min. Potency, µM (doses to about 38.3 µM), without a hit: at the top dose activity change, negative = inhibition, most hits filed as inhibitors. 0.28% of 200,000 active. AID 1379, 2008; further: on the % scale 0 is the no-effect control and ±100 the full control effect; nearly all actives have a fitted effect of over 60% in size
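Recombinant Kinase-Glo luciferase, 10 uM ATP (linear range), luciferin; imidazole pH 7.2 / KCl / MgCl2 / Tween / BSA buffer; 8 min RT; luminescence.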
NPSR antagonist = qHTS Assay for Antagonists of the Neuropeptide S Receptor: cAMP Signal Transduction | CHO-NPSR cells, cAMP TR-FRET, antagonist mode | AID 1461, 2008 | Potency, µM (doses to about 38.3 µM), without a hit: at the top dose activity change, negative = inhibition, hits mostly inhibitors | Q6W5P4 | 1% of 220,000 active; further: on the % scale 0 is the no-effect control and ±100 the full control effect; nearly all actives have a fitted effect of over 50% in size; many of its hits are not listed in these tables
Epigenetic reg = Quantitative High-Throughput Screen for Regulators of Epigenetic Control; Potency, µM (doses to about 53.9 µM), inactives show at the top dose GFP activation, most hits filed as activators; murine LDR cells, GFP reporter derepression, 30 h; 0.2% of 280,000 active; further: % of control where 0% means no effect; nearly all actives have a fitted effect of over 60% in size
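In this reporter-derepression format, murine cells bearing a silenced integrated CMV-GFP locus incubate with test compound (30 h, 37 C), then are washed and imaged; fluorescent objects of 20–120 um count as induced cells.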
RGS12 GoLoco inh = qHTS Assay for Inhibitors of RGS12 GoLoco Motif Activity (Red Fluorophore); Gai1:RGS12 GoLoco peptide FP, rhodamine, 10 min; Potency, µM (highest dose often 61.6 µM), without a hit: at the top dose activity, negative = inhibition, hits mostly inhibitors; 0.44% of 230,000 active; active means well fitted inhibition curve with a large enough effect, not every such curve was filed as active; inactive means no such curve, though single readings can be large or run the other way; further: on the % scale 0 is the no-effect control and ±100 the full control effect; nearly all actives have a fitted effect of over 30% in size; many of its hits are not listed in these tables
Target sequence (P63096 whole entry, looked up): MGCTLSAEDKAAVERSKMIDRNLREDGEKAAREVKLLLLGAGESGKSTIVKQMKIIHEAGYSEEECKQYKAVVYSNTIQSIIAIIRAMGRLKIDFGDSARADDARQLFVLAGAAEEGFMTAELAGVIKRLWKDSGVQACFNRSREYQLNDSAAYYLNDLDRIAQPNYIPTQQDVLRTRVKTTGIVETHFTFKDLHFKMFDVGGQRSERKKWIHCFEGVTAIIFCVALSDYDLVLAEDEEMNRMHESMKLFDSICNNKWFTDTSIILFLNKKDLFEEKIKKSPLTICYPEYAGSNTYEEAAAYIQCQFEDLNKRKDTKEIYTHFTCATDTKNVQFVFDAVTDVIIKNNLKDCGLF
IMPase Li cell = qHTS Assay for Identifying the Cell-Membrane Permeable IMPase Inhibitors: Potentiation with Lithium; CHO-M1 cells, IP1 TR-FRET (IP-One), carbachol + lithium; Potency, µM (doses to about 59.4 µM), without a hit: at the top dose activity, negative = IMPase inhibition, most hits filed as inhibitors; 0.35% of 210,000 active;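 further: IP1 builds up when IMPase is blocked and the TR-FRET signal falls; plate controls were basal vehicle for no effect and high inhibitor control for full effect; nearly all actives have a fitted effect of over 50% in size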
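Steps: plate 2000 CHO-M1 cells per well and culture 16–30 h; add compound and lithium; incubate 30 min, 37C; add d2-IP1 tracer and Eu cryptate anti-IP1 antibody in lysis buffer; read after 10 min at room temperature.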
JMJD2E inh = qHTS Assay for Inhibitors of Human Jumonji Domain Containing 2E (JMJD2E); AID 2147, 2009; Lysine-specific demethylase 4E (Homo sapiens), B2RXH2; JMJD2E catalytic domain, FDH-coupled NADH fluorescence (FDH is formaldehyde dehydrogenase); 1.6% of 230,000 active; Potency, µM (titrated, usually from 57.1 µM), inactives show at the highest dose activity change, negative = inhibition, most hits filed as inhibitors; active means well fitted inhibition curve with a large enough effect, not every such curve was filed as active; inconclusive means small, poorly fitted or top-dose-only effect, or another doubt; inactive means no such curve, though single readings can be large or run the other way;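 further: 0% = wells with enzyme and -100% = buffer wells without enzyme; nearly all actives have a fitted effect of over 50% in size; many of its hits are not listed in these tables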
Target sequence (B2RXH2 1-337 limits assumed): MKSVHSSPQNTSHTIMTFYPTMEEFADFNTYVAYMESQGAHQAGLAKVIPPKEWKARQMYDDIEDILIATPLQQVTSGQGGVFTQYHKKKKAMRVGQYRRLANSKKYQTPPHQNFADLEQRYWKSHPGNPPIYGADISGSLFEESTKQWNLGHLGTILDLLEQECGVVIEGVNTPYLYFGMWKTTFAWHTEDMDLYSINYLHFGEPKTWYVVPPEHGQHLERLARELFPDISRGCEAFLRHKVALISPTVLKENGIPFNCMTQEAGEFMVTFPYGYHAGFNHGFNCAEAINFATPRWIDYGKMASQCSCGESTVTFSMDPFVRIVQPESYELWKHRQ
RECQ1 helicase = qHTS Assay for Inhibitors of RecQ-Like Dna Helicase 1 (RECQ1); ATP-dependent DNA helicase Q1 (Homo sapiens), P46063; RECQ1 DNA unwinding, red fluorescence kinetic read; Potency, µM (titrated, usually from 57.3 µM), for inactives: top-dose activity, negative = inhibition, usual class: inhibitors; 0.54% of 240,000 active;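 further: plate controls were vehicle for no effect and no enzyme for full effect; nearly all actives have a fitted effect of over 30% in size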
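50 nM RECQ1T1 preincubated 15 min with compound in Tris pH 8.0 buffer with MgCl2, DTT, Tween-20 and 2.5 ug/ml poly(dI-dC); started with 200 nM TAMRA/BHQ-2 forked duplex and 2 mM ATP. Unwinding read as fluorescence (525/598 nm), two reads 2 h apart.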
SMN2 splice enh = qHTS Assay for Enhancers of SMN2 Splice Variant Expression | HEK293 SMN2-luciferase splicing reporter, luminescence, 30-36 h | AID 1458, 2008 | 2.8% of 210,000 active | Potency, µM (doses to about 46.1 µM), for inactives: at the top dose activity change, positive = activation, hits mostly activators; further: % of control where 0% means no effect; nearly all actives have a fitted effect of over 55% in size
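HEK293 cells carry an SMN2 […]–luciferase reporter in which exon 7 inclusion puts luciferase in frame. Cells were plated 10-12 h before compound addition, then incubated 30-36 h at 37C. ONE-Glo luminescence was read; sodium butyrate at 4.5 mM final served as control.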
The depositor's hits bear a star; i = inactive; ? = inconclusive; nt = no result given; [ ] = another dose, or the depositor's remark. Unless noted, the call rests on the fitted dose curve; in most records, active means well fitted curve in the direction sought with a large enough effect; inconclusive means small, poorly fitted or top-dose-only effect, or another doubt; inactive means no such curve, though single readings can be large; an effect the other way counts as inactive or inconclusive. Potency means the concentration at half of the fitted maximal effect.

mol,KinaseGlo FLuc,NPSR antagonist,Epigenetic reg,RGS12 GoLoco inh,IMPase Li cell,JMJD2E inh,RECQ1 helicase,SMN2 splice enh
N#Cc1nc(N2CCCCC2)nc(N2CCOCC2)n1,-1%,-16%[46.1 µM],0.0%,5%,19%[38.3 µM],?,-6%,nt
CCN(C(=O)Cc1cccs1)c1nnc(-c2cccnc2)s1,-1%,-13%[46.1 µM],5.1%,18%,17%[38.3 µM],-16%,i,27%
O=C(c1ccco1)N1CCN(c2nnc(-c3ccccc3)c3ccccc23)CC1,3%,-14%[46.1 µM],0.0%,6%,12%[38.3 µM],1%,-4%,-4%
NS(=O)(=O)c1cc(C(=O)O)c(Cl)c([N+](=O)[O-])c1Cl,-2%[7.66 µM],nt,nt,6%[14.2 µM],6%,nt,nt,-8%[9.22 µM]
COc1ccc(-c2nnc(SCC(=O)Nc3ncc(C(F)(F)F)cc3Cl)n2CC(C)C)cc1,-2%,2%,-3.0%,7%,4%,-1%,-6%,5%
CC(=O)NC1=NN(C(C)=O)C(C)(CCS(=O)(=O)c2ccc(Br)cc2)S1 (stereo not given),1%,15%,0.0%,6%,-5%,6%,-1%,2%
O=C(NC1CCCCCC1)C(=O)NC1CCCC1,-2%,5%,-0.9%,10%,1%,8%,-9%,13µM*
CC(CCN(C)C)OC(=O)c1ccc(C(C)c2ccccc2)o1 (stereo not given),-6%,4%[46.1 µM],-0.7%,14%,23%[38.3 µM],0%,-5%,-1%
COc1ccc(CCNC(=O)c2[nH]c(C)c(C(C)=O)c2C)cc1OC,4%,-9%[46.1 µM],-4.3%,2%,29%[38.3 µM],4%,-6%,?
CCOCc1c(C(=O)NC2=Nc3ccccc3NC(CC)=C2C(=O)OCC)oc2ccccc12,1%,-57%,-1.7%,17%,27%,-29%,?,-51%[inhibitor]
COc1cc(NC(=O)N[C@@H](CCSC)C(=O)O)cc(OC)c1,nt,15%,-1.0%,-9%,nt,1%,0%,nt
CC(=O)c1ccc(Nc2cc(C)nc3c(C)cccc23)cc1,-4%,34%,1.1%,-5%,29%,?,i,nt
Cc1cc(NC(=O)c2c([N+](=O)[O-])c(C)nn2C)no1,0%,-9%[46.1 µM],-1.1%,8%,21%[38.3 µM],5%,-5%,1%
O=C(/C=C/c1ccc(F)cc1)NC(=S)NC1CCCCC1,nt,9%,-4.2%,-10%,nt,2%,-6%,nt
COC(=O)c1ccc(NC(=O)CSCC(=O)OCC(=O)c2ccc(Br)cc2)cc1,-2%,-21%[46.1 µM],2.5%,-5%,14%[38.3 µM],-12%,i,-11%
O=C(NCCN1C(=O)CSC1=O)C1CC(=O)N(c2ccccc2)C1 (stereo not given),-4%,0%[46.1 µM],1.6%,-3%,-11%[38.3 µM],5%,-7%,-11%
Cc1nnnn1CC(=O)Nc1ccccc1[N+](=O)[O-],-4%,16%,1.5%,-4%,2%,-1%,10%,10%
CCc1ccc2[nH]c(=O)c(CN(CC3CCCO3)C(=S)NCc3ccco3)cc2c1 (stereo not given),nt,-19%,4.3%,1%,nt,?,-2%,nt
O=C(N/N=C/c1cccc([N+](=O)[O-])c1)c1ccc(CN2CCOCC2)cc1,-3%,12%,-0.9%,15%,2%,-13%,-1%,3%[1.84 µM]
COc1cccc(C2=CC(c3cccs3)n3nnnc3N2)c1 (stereo not given),-2%,14%[46.1 µM],0.1%,4%,23%[38.3 µM],-6%,i,14%
O=C(CCC1CCCC1)Nc1cccn(Cc2ccccc2Br)c1=O,nt,-2%,0.0%,0%,nt,?,i,nt
Cc1ccc(-c2nn(-c3cccc(F)c3)cc2CN2CCN(c3ccccn3)CC2)o1,0%,?,-1.9%,-18%,9%,?,?,nt
CC(C)(C)NC(=O)NC(=O)CN1CCCCCCC1,-5%,3%,-7.0%,-7%,-2%,-7%,-5%,?
COc1ccc(Cl)cc1NC(=O)C(C)N(C)Cc1cccc(Cl)c1Cl (stereo not given),nt,-16%[46.1 µM],0.0%,nt,nt,3%,-10%,nt
COc1ccc(-n2c(SCC(=O)NCc3ccco3)nnc2-c2c[nH]c3ccccc23)cc1,4%,-12%[46.1 µM],-0.8%,3%,6%[38.3 µM],0%,i,?
COc1ccc(/C=C/C(=O)O)cc1S(=O)(=O)N1CCCCC1,-1%,-5%,-1.1%,-4%,3%,0%,14%,nt
Clc1ccc(-c2cn(-c3ccccc3)c3[n+]2CCS3)cc1,2%,17%,2.3%,10%,25%,-8%,-2%,nt
CC(C)C1(C)C(=O)N=C2c3ccccc3C(=O)N21 (stereo not given),1%,-8%[46.1 µM],-1.0%,0%,20%[38.3 µM],1%,-1%,8%
CCOC(=O)c1sc(NC(=O)CSc2nnc(-c3ccc(OC)cc3)n2CCOC)nc1C,0%,-17%[46.1 µM],-0.8%,1%,10%,-13%,i,5%
CCCCOCCCNS(=O)(=O)Cc1ccccc1,-2%,3%[46.1 µM],6.2%,1%,4%[38.3 µM],0%,-2%,1%
COCCN(C(=O)COc1ccc(Cl)cc1)c1nnc(-c2cccnc2)s1,4%,-8%[46.1 µM],0.1%,3%,?,-12%,-3%,2%
COC(=O)/C=C1\C(=O)N(c2nc3ccc(OC)cc3s2)C(=S)N1c1ccc(F)cc1,2%,-6%[46.1 µM],0.1%,-5%,2%,5%,-24%,16%
CC1CCc2c(sc3nc4n(c(=O)c23)CCS4)C1 (stereo not given),-3%,5%[46.1 µM],2.1%,19%,27%[38.3 µM],8%,-8%,-5%
COc1ccccc1OCc1nc(C#N)c(N2CC(C)CC(C)C2)o1 (stereo not given),-2%,-26%[46.1 µM],0.8%,-1%,9%[38.3 µM],2%,-12%,-18%
O=C(COC(=O)c1cc(Cl)ccc1[N+](=O)[O-])Nc1cccc2ccccc12,1%,-13%,-1.8%,-10%,-3%,3%,i,-1%
CCCNC(=O)C1CCN(S(=O)(=O)c2cccs2)CC1,1%,19%,-1.5%,4%,8%,-7%,-3%,-5%
Cc1ccc(-n2c(-c3cc(C)n(C)n3)n[nH]c2=S)cc1,-1%,-19%[46.1 µM],-1.1%,6%,-10%[38.3 µM],-2%,5%,-67%[inhibitor]
Cc1nc2c(C(=O)NCCC(C)C)c[nH]n2c(=O)c1Cl,-1%,0%,0.9%,-4%,-8%,?,13%,-10%
CCCCC(=O)Nc1ccc(NC(=O)C2CC2)nc1,-3%,-18%[46.1 µM],9.3%,-4%,-5%,5%,0%,8%
Fc1ccc(F)c(C2=NNC(=Nc3ccccc3F)SC2)c1,-17%,-13%,2.7%,17%,-3%,4%,-1%,-22%

Compounds from the list above with bromine (3):
mol,KinaseGlo FLuc,NPSR antagonist,Epigenetic reg,RGS12 GoLoco inh,IMPase Li cell,JMJD2E inh,RECQ1 helicase,SMN2 splice enh
CC(=O)NC1=NN(C(C)=O)C(C)(CCS(=O)(=O)c2ccc(Br)cc2)S1 (stereo not given),1%,15%,0.0%,6%,-5%,6%,-1%,2%
COC(=O)c1ccc(NC(=O)CSCC(=O)OCC(=O)c2ccc(Br)cc2)cc1,-2%,-21%[46.1 µM],2.5%,-5%,14%[38.3 µM],-12%,i,-11%
O=C(CCC1CCCC1)Nc1cccn(Cc2ccccc2Br)c1=O,nt,-2%,0.0%,0%,nt,?,i,nt

Continued:
Structure | KinaseGlo FLuc | NPSR antagonist | Epigenetic reg | RGS12 GoLoco inh | IMPase Li cell | JMJD2E inh | RECQ1 helicase | SMN2 splice enh
Cc1cc(C)n(Cc2ccc(F)cc2)c(=O)c1C#N | 2% | -4%[46.1 µM] | 0.2% | -3% | 1%[38.3 µM] | ? | i | -4%
CCC(=O)Nc1cc2nn(-c3ccccc3)nc2cc1Cl | -3% | -23%[46.1 µM] | 0.0% | -12% | -15% | -5% | 3% | 0.89µM*
O=C(c1ccco1)N1CCN(c2ccnc3cc(Cl)ccc23)CC1 | 7% | -5% | ? | -3% | 7% | -15% | i | -31%[inhibitor]
CCCN(Cc1cc2cc(OC)ccc2[nH]c1=O)C(=O)c1ccco1 | nt | 3% | 0.0% | 12% | nt | ? | -1% | nt
CC(=O)Nc1nc2ccc(-c3nc4ccccc4o3)cc2s1 | 2% | 0% | 1.0% | 6% | 2% | 263%[activator] | -3% | 5µM*
Cc1c(NC(=O)C2C3C=CC(C3)C2C(=O)O)c(=O)n(-c2ccccc2)n1C (stereo not given) | -2% | 0%[46.1 µM] | -4.1% | 5% | 27%[38.3 µM] | 4% | -15% | 2%
O=C1CC(c2ccc3c(c2)OCO3)c2ccc(O)cc2O1 (stereo not given) | 1%[39.9 µM] | nt | -0.9% | -49%[88.7 µM] | 10% | nt | i | nt

Screening data: PubChem, National Center for Advancing Translational Sciences (NCATS)

This is a subset, so the mix of outcomes need not match the whole.
